Screening data from PubChem BioAssay.
GAA850 FXN act = frataxin GAA850 promoter activation; AID 540364; activation, % at 6 µM; HEK293 lucGAA850 FXN promoter luciferase reporter, 24 h; percent of 10 µM SAHA response; actives 0.56% (n = 360,000);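 active = activation above the average of all compounds screened plus 3 SD, cutoff fixed separately per campaign, cut at about 7.5% in these data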;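 note: 0% = DMSO wells and 100% = 10 µM SAHA wells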
ARFGAP1 inhibitor = inhibitors of rat ARFGAP1; Arfgap1-stimulated ARF1 GTP hydrolysis, GDP FP detection; actives 0.26% (n = 360,000); AID 651572; inhibition, % at 16.5 µM;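 active = inhibition above a per-plate limit, mean inhibition of low control wells plus 3 SD, cut at about 25% in these data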;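 note: 0% = DMSO wells with enzyme and 100% = wells lacking Arfgap1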
Target sequence (Q62848 1-136 limits assumed): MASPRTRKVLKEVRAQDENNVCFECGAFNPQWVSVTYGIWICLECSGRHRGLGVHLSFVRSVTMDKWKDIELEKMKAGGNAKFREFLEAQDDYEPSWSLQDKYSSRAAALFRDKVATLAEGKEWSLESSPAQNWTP
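Material: rat Arfgap1 catalytic domain, aa 1-136; also added: human ARF1(Δ1-17)-GTP substrate; compound dosing: one concentration, 16.5 µM, DMSO 1.26%; incubation: GTP hydrolysis reaction 2 h at 25 °C; measured by: Tracer-displacement fluorescence polarization with EDTA stop, 620/688 nm; evaluation: % inhibition from polarization; repeats: one replicate per compound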
ASAP1 GAP inh = ASAP1 ArfGAP inhibition | Q9ULH1 | ASAP1-stimulated ARF1 GTP hydrolysis, GDP FP detection | inhibition, % at 16.5 µM | actives 0.19% (n = 360,000); in the data active = inhibition above about 25%;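 note: 0% = vehicle with enzyme and substrate and 100% = no enzyme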
DDE Tn6 FP inh = disrupts Tn6 cyclic peptide binding to fibrin D-Dimer-E complex; P02675; Fibrin DD(E) TRITC-Tn6 fluorescence polarization displacement; inhibition, % at 8.3 µM; actives 0.21% (n = 370,000); AID 720509;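 active = inhibition above a per-campaign cutoff: mean of compounds within control limits plus 3 SD, cut at about 15% in these data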;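 note: 0% = median of all compound wells on the plate and 100% = blocking peptide control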
sPLA2-III inh = Blocks human group III sPLA2 activity | QFRET BODIPY PC-A2 liposome hydrolysis, fluorescence | Q9NZ20 | actives 0.56% (n = 370,000) | AID 743126 | inhibition, % at 12.2 µM;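 active = inhibition above mean plus 3 SD of compounds lying within the high and low control bounds, cut at about 19% in these data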;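 note: 0% = median of test compound wells and 100% = no enzyme DMSO wells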
Target sequence (Q9NZ20 whole entry, looked up): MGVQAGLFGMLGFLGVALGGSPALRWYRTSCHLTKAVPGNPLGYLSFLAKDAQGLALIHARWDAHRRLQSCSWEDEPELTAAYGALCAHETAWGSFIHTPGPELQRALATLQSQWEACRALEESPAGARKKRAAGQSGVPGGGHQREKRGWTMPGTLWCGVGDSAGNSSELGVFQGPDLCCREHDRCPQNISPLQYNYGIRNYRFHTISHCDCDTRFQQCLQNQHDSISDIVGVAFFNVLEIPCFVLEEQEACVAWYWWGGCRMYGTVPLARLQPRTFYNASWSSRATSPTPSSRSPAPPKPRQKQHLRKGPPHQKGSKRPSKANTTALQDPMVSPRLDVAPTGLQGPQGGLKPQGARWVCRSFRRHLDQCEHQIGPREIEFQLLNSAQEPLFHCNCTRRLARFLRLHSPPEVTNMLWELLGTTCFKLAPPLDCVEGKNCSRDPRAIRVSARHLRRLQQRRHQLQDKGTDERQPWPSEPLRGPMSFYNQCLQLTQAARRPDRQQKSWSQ
rCAG RNA binder = molecules binding r(CAG) RNA repeats; AID 651821; inhibition, % at 3 µM; actives 1.3% (n = 370,000); r(CAG) RNA repeat, TO-PRO-1 dye displacement fluorescence;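 active = inhibition above the plate cutoff, the mean of all test compounds on that plate plus 3 SD, cut at about 35% in these data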;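 note: 0% = DMSO alone and 100% = 100 µM mitoxantrone as full dye displacement; higher means more dye released from RNA so lower well fluorescence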
KLK7 zymogen act = activators of human kallikrein-7 zymogen; activation, % at 7 µM; purified proKLK7, EDANS-DABCYL substrate fluorescence; 100% is mature enzyme control, 0% vehicle; actives 0.9% (n = 370,000); AID 652039;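 active = activation above the mean of all tested compounds plus 3 SD, computed per campaign excluding outliers beyond control limits, cut at about 13% in these data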
Target sequence (P49862 whole entry, looked up): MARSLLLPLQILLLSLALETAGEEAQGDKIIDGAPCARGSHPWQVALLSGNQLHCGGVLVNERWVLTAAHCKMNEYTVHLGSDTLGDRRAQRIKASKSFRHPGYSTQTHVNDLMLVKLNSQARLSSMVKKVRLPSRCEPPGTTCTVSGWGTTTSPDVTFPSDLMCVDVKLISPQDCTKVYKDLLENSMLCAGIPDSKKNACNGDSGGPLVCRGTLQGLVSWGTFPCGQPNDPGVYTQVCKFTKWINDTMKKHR
GC-A act = GC-A (human) enzyme activation | P16066 | HEK293 GC-A cells, cGMP TR-FRET, EC30 ANP; 0% at EC30 ANP, 100% saturating ANP | activation, % at 10 µM | actives 0.14% (n = 370,000) | AID 1671463; in the data active = activation above about 40%
ADAM10 inh = inhibitors of human ADAM10 | O14672 | recombinant ADAM10, EDANS/DABCYL FRET peptide cleavage, 3 h | inhibition, % at 7 µM | actives 0.62% (n = 370,000) | AID 720582;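 active = inhibition above a per-campaign cutoff equal to the mean of compounds falling between control-based bounds plus 3 SD, cut at about 20% in these data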;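 note: 0% = DMSO wells while the 100% control is not disclosed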
GC-B act = GC-B (human) receptor activation. actives 0.11% (n = 370,000). activation, % at 10 µM. P20594. HEK293-GC-B cells, CNP EC30, cGMP TR-FRET; 0% at EC30 CNP, 100% saturating CNP;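 active = activation at 10 µM reaching about 35% in either raw or pattern-adjusted values, limit read from the data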
* = called active by the depositor; i = inactive; . = no result given; & = joins results of further samples.

SMILES	GAA850 FXN act	ARFGAP1 inhibitor	ASAP1 GAP inh	DDE Tn6 FP inh	sPLA2-III inh	rCAG RNA binder	KLK7 zymogen act	GC-A act	ADAM10 inh	GC-B act
Cc1cccn2c(=O)c(C=O)c(N3CCN(c4ccccc4)CC3)nc12	1.9	0.5	10.8	-3.0	1.7	-0.3	-0.5	-0.2	2.1	2.1
Cc1ccc(S(=O)(=O)N2CCN(C(=O)c3c(-c4ccccc4)noc3C)CC2)cc1C	1.7	-7.6	7.4	-7.4	-3.0	-1.5	0.3	-2.3	-7.6	-6.2
Cc1ccc(S(=O)(=O)N2[C@@H](c3cccc(Cl)c3)C(C(=O)O)=CC[C@H]2c2ccc(C(C)C)cc2)cc1	-0.2	-3.9	-3.4	-8.0	-45.5	84.9*	-0.1	-2.3	17.0	-7.4
CC1CC/C(=N/Nc2ccccc2)C(=O)N1 (stereo not drawn)	1.5	-2.9	4.6	5.1	4.3	-1.6	-0.1	1.1	-6.1	-1.1
CCc1c(O)nc(SCC(=O)Nc2ccccc2OC)n(-c2ccccc2C)c1=O	-0.3	-0.6	-1.0	-7.4	4.6	14.2	0.0	4.0	-0.5	-2.2
COc1ccc(C2C(C(=O)c3ccco3)=C(O)C(=O)N2Cc2cccnc2)cc1OC (stereo not drawn)	3.4	10.1	-9.7	-5.5	3.1	0.8	1.6	1.0	1.4	4.1
CN(C)S(=O)(=O)c1cc(NC(=O)COC(=O)/C=C/c2ccco2)ccc1Cl	1.2	3.3	15.2	-0.1	-13.9	26.3	0.7	-2.7	-2.5	-4.1
CSc1ccc(NC(=O)NCc2ccccc2)cc1	5.6	-1.7	-10.4	-0.3	-6.8	5.8	0.3	-1.7	1.4	0.2
COc1cccc(/C=C2\SC(=S)N(C(C(=O)O)c3ccccc3)C2=O)c1OC (stereo not drawn)	-1.3	-8.5	2.4	-2.9	-17.8	63.3*	-0.4	-1.2	-2.4	4.5
O=S(=O)(c1ccccc1Br)N(Cc1ccccc1)CC(O)COCc1ccccc1 (stereo not drawn)	-1.8	3.6	2.7	-0.1	-25.9	1.8	-0.1	-2.5	14.1	-7.9
CCOc1ccc(OCCSc2nnnn2C2CCCCC2)cc1	3.3	-8.4	4.9	-7.6	-10.6	-8.6	0.1	-1.3	-1.4	3.2
O=S(=O)(c1ccccc1)N1CCN(S(=O)(=O)c2ccc3c(c2)OCCO3)CC1	.	.	.	2.3	-3.5	.	.	2.9	0.7	-6.6
Cc1ccc(S(=O)(=O)NCCC(=O)Nc2ccc(Cl)c(Cl)c2)cc1	2.0	5.0	9.3	-11.8	-23.8	3.5	0.3	-7.3	17.9	2.0
Cc1c(/C=N/NC(=O)c2ccccc2O)c2ccccn2c1C(=O)c1ccc(F)cc1	1.2	-6.7	-0.2	-4.8	-11.7	7.3	-1.1	4.1	-7.9	-0.3
NS(=O)(=O)c1ccc(CCNC(=O)C(=O)NCC2OCCN2C(=O)c2ccc3c(c2)OCO3)cc1 (stereo not drawn)	3.8	-0.1	-9.7	5.4	-0.7	8.5	-0.5	1.2	-5.0	3.3

Ordered by value in DDE Tn6 FP inh (largest number first): some entries from above.
smiles	DDE Tn6 FP inh
NS(=O)(=O)c1ccc(CCNC(=O)C(=O)NCC2OCCN2C(=O)c2ccc3c(c2)OCO3)cc1 (stereo not drawn)	5.4
COc1ccc(C2C(C(=O)c3ccco3)=C(O)C(=O)N2Cc2cccnc2)cc1OC (stereo not drawn)	-5.5
Cc1ccc(S(=O)(=O)N2[C@@H](c3cccc(Cl)c3)C(C(=O)O)=CC[C@H]2c2ccc(C(C)C)cc2)cc1	-8.0

Further results follow:
SMILES	GAA850 FXN act	ARFGAP1 inhibitor	ASAP1 GAP inh	DDE Tn6 FP inh	sPLA2-III inh	rCAG RNA binder	KLK7 zymogen act	GC-A act	ADAM10 inh	GC-B act
CCCCC1=CC2=CC(=O)C(C)(OC(=O)CC)C(=O)C2=CN1CCCCO (stereo not drawn)	0.3	2.3	1.8	3.0	4.8	3.1	1.2	-1.0	-13.9	0.4
CC#CCN1c2ccccc2[C@]23C[C@@H](C(=O)OC)N(C(=O)c4cc(C)oc4C)C2=NC(C(=O)OC)=C(C(=O)OC)[C@H]13	-3.6	-10.7	1.4	-9.3	-0.8	-1.2	0.7	-6.6	-0.1	-17.5
Cc1csc(NC(=O)CN2CCCCCC2)n1	2.0	-8.2	-3.9	6.0	1.8	-2.2	-0.6	2.8	-8.2	1.3
COc1ccc(NC(=O)COC(=O)CNS(=O)(=O)c2ccc(C)cc2)c(OC)c1	-1.4	-0.8	1.1	-2.1	-7.5	-0.7	0.1	-4.0	-3.2	-0.7
CO/N=C/NC(=O)c1cn(-c2ccc(F)cc2)c(=O)c2ccccc12	-0.8	4.7	0.9	1.2	0.4	-5.8	-0.1	-0.8	-1.7	-0.7
Cc1cc(Cl)ccc1OCCCC(N)=O	-0.9	9.3	-10.4	-2.2	0.5	2.8	-0.6	-0.5	-2.8	0.8
O=c1cc(N2CCOCC2)cnn1-c1ccccc1	3.4	2.6	9.4	9.0	12.7	-2.7	-0.5	2.8	-11.1	-2.3
Cc1ccc(-n2nc(-c3cccs3)cc2C(=O)NCC2CCCO2)c(C)c1 (stereo not drawn)	-1.7	-7.1	10.9	-8.8	-6.1	4.5	-0.1	0.3	-8.8	2.9
Cc1csc(=O)n1CCC(=O)OC(C)C(=O)NCc1ccccc1 (stereo not drawn)	0.4	-5.5	6.5	1.1	-2.0	2.9	0.7	1.1	0.1	0.1
CCOC1=C2CN(S(=O)(=O)c3ccc(C)cc3)C(c3ccc(CC)cc3)CC2n2c(=O)n(-c3ccccc3)c(=O)n2C1 (stereo not drawn)	.	-7.9	7.1	-1.5	-7.2	10.6	0.0	1.8	3.2	-4.9
Cc1ccc(N2C(=O)C3C4C=CC(CNC(=S)N5CCN(c6cccc(C)c6)C(C)C5)(O4)C3C2=O)cc1 (stereo not drawn)	-2.0	10.0	8.5	2.0	4.4	3.5	-0.5	5.8	10.9	-2.9
COc1ccc(NS(=O)(=O)c2cc(NC(=O)CNC(=O)c3cccc(OC)c3)ccc2C)cc1	7.9*	9.4	4.6	-0.8	-36.0	10.7	0.6	-1.7	6.8	-6.8
CCc1nc2c(OCC(=O)C(C)(C)C)cccn2c1N(C=O)Cc1ccccc1	0.8	-3.4	-4.3	-5.0	6.4	-2.0	0.0	0.9	-26.2	11.7
COC[C@@H]1CCCN1c1ccc2c(c1)O[C@H](COCc1ccccc1)CN([C@@H](C)c1ccccc1)S2(=O)=O	.	7.8	5.3	10.1	2.9	8.6	-0.7	-1.6	-15.0	2.3
CC1(C)Cc2nc3sc4c(N(CCO)CCO)nnnc4c3cc2CO1	3.4	-4.1	-10.6	-3.8	3.9	-1.6	7.5	-1.2	-241.5	3.0
COc1ccc(-c2ccc(N(C)C)cc2)cc1[C@H]1[C@@H]2C=CCC[C@@]2(C)C(=O)N1Cc1ccccc1	-1.5	6.5	3.3	-1.7	10.9	7.2	-0.4	-1.3	-5.6	-4.9
COc1cc(C(=O)N(C)C2CCCN(Cc3ccccc3F)C2)cc(OC)c1OC (stereo not drawn)	-2.2	-0.5	2.6	3.0	-10.1	-7.6	-0.1	-0.9	-4.6	-5.7
CC1=C(C(=O)Nc2ccc(C)cc2C)C(c2ccc(C)o2)NC(=S)N1 (stereo not drawn)	1.6	5.2	-1.7	-4.1	7.3	0.8	1.0	-2.0	0.4	-1.6
COC(=O)c1sc(S(=O)(=O)Nc2ccc(C)cc2)c(C(=O)OC)c1C	0.2	10.2	-6.5	6.1	-16.1	13.9	0.4	3.7	5.0	9.2
O=C(CCCCC(=O)OCC1CCCO1)OCC1CCCO1 (stereo not drawn)	0.3	-2.6	-0.8	3.0	13.6	0.7	-0.7	0.2	-14.2	1.9
COc1ccc2nc(NC(=O)C3COc4ccccc4O3)sc2c1 (stereo not drawn)	0.8	8.0	1.7	-10.0	-1.4	4.9	0.3	1.1	-0.1	-0.2
CC12CCC(C(=O)O)(C/C1=N\O)C2(C)C (stereo not drawn)	0.4&-0.3	-5.5&-2.7	4.8&-0.6	-3.8&-5.1	3.9&-3.7	-3.2&-7.8	0.6&-0.2	2.2&5.0	9.1&0.1	1.0&3.4
CC(=O)N1CCc2c(sc(NC(=O)CN3C(=O)c4ccccc4C3=O)c2C(N)=O)C1	1.1	6.4	2.8	1.8	6.9	11.5	6.8	1.0	-137.8	1.1
O=C(NNC(=O)c1cnccc1C(F)(F)F)c1ccc(Cl)cc1	1.6	-6.8	-5.0	1.5	1.0	-4.5	0.0	-4.4	-2.1	3.1
CC(=O)Nc1ccc(NC(=O)C(C)OC(=O)CCCN2C(=O)c3cccc4cccc(c34)C2=O)cc1 (stereo not drawn)	1.6	-10.1	-4.8	-2.3	6.5	-3.2	-1.1	4.7	-95.5	0.8
COc1cccc(OCC(O)CN2CCN(C(c3ccccc3)c3ccccc3)CC2)c1 (stereo not drawn)	-1.1	6.8	1.8	-8.6	-9.9	-7.1	0.4	-1.6	5.8	-9.4
CCCCCc1ccnc(CC(=O)c2ccc(OC)cc2)c1	-0.4	9.0	5.8	6.7	-15.9	5.2	0.2	-0.5	-14.1	1.9
CCN(c1cccc2ccccc12)S(=O)(=O)c1cccs1	-2.6	-10.0	11.3	2.3	-2.8	1.3	-0.6	1.5	-1.5	1.6
CCN1CCN(C(=O)C(=O)c2c(C)[nH]c3ccccc23)CC1	0.0	7.0	13.3	3.5	4.4	-1.3	0.1	3.7	-0.1	2.1
Cc1ccc(C(=O)NC(=S)Nn2cnnc2)cc1	-1.3	-4.7	-1.8	2.3	6.9	0.1	0.1	-1.6	-4.8	5.2
CCC(=O)N1CCc2cc(S(=O)(=O)CCC(=O)Nc3ccc(CC)cc3)ccc21	-0.8	2.6	11.0	-2.2	0.6	-4.0	-0.2	-4.9	6.6	-5.2
CCCNC(=O)NC(=O)CSc1nc2ccccc2c(=O)n1Cc1ccncc1	2.3	9.3	6.7	-2.6	-0.3	-5.6	0.0	4.6	-1.9	0.6
COC(=O)CN1C(=O)C(C)=C(c2ccc(C)cc2)S1(=O)=O	13.5*	2.2	9.5	-5.5	1.1	-5.0	-4.9	2.4	-18.8	-3.5
Cc1c(O)ccc2c(CN3CCN(C/C=C/c4ccccc4)CC3)cc(=O)oc12	0.0	3.4	-4.5	0.7	-34.9	16.4	-137.0	1.2	i	-2.8
Oc1ccc2ccccc2c1CNc1ccc(Br)cc1	.	10.0	8.7	3.4	0.8	7.5	-1.2	11.9	-41.6	-1.6
CCc1ccc(NC(=O)NCc2cccnc2)cc1	0.5	14.8	-3.0	-0.5	7.0	-3.1	0.0	0.9	-18.2	1.9
N#Cc1nc(/C=C/c2ccccc2)oc1NCCCN1CCOCC1	2.9	8.7	-10.9	1.0	-5.3	-4.9	32.1*	16.5	i	1.1
Cc1ccc(C(=O)OCC(=O)Nc2ccc3c(c2)OCO3)o1	-1.9	11.2	-4.2	4.2	0.6	-1.5	-0.8	4.6	-0.5	-3.4
NS(=O)(=O)c1ccc(CNc2nc(-c3cccnc3)nc3ccccc23)cc1	1.2	14.7	2.9	5.7	-4.1	4.3	-0.1	29.9	0.1	34.0
